# TbPYK inhibitor: inhibitors of Trypanosoma brucei pyruvate kinase | TbPYK enzyme, Kinase-Glo Plus ATP luminescence, 45 min | Potency, µM (highest dose often 76.8 µM), without a hit: at the top dose activity, negative = inhibition, hits mostly inhibitors | 0.12% of 410,000 active; further: potency means the concentration at half of the fitted maximal effect; nearly all actives have a fitted effect of over 50% in size
#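 In this concentration-response screen, enzyme-free wells defined baseline while DMSO plates tracked drift. Each reaction combined TbPYK, substrate, compound and 130 uM ADP for 45 min at room temperature. Kinase-Glo Plus luminescence gave the signal.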
# HCMV inh: blocks human cytomegalovirus replication; HFF cells, HCMV-luciferase reporter, 72 h; hits give low values; activity change, negative = inhibition, % at 57.5 µM; 4.5% of 410,000 active; in the data active means activity change below about -60%; inconclusive means no clear call, values can overlap the other calls; inactive means above about -39%
#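 Human foreskin fibroblasts infected with luciferase-reporter HCMV at MOI 1 PFU/cell, compounds at two doses. Luciferase measured 72 h post infection; normalized to buffer-only basal and Salinomycin (10uM) controls.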
# AmpC inh no detg: inhibitors of E. coli AmpC beta-lactamase without detergent; P00811; AmpC nitrocefin hydrolysis, absorbance 480 nm, 0.0001% Triton; Potency, µM (top dose mostly 57.1 µM), without a hit: top-dose activity change, negative = inhibition, actives largely listed as inhibitors; 0.52% of 330,000 active;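 further: potency means the concentration at half of the fitted maximal effect; plate controls were no compound for no effect and no enzyme for full effect; nearly all actives have a fitted effect of over 20% in size; some results filed as inactive show a strong effect at the top dose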
# Target sequence (P00811 whole entry, looked up): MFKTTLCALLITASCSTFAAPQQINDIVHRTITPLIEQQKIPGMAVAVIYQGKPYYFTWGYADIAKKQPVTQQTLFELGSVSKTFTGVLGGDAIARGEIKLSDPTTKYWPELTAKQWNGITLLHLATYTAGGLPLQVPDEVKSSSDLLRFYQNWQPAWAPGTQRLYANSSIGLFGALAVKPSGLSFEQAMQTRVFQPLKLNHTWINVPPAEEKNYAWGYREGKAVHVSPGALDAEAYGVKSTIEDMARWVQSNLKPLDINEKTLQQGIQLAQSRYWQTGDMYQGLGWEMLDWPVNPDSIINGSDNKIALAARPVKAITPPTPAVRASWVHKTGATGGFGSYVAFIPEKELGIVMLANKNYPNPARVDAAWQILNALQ
#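 AmpC (5.3 nM in the dispensed reagent) in 20 mM phosphate pH 7.0 with 0.01% (detergent screen) or 0.0001% Triton X-100 was preincubated with compounds for 15 min at room temperature. Nitrocefin was then added from an 800 uM solution, and hydrolysis was followed at 480 nm.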
# LmPK inhibitor: blocks Leishmania mexicana pyruvate kinase activity; purified LmPK, Kinase-Glo ATP luminescence, 1 h; Potency, µM (highest dose often 57.5 µM), inactives show top-dose activity change, negative = inhibition, most hits filed as inhibitors; 0.37% of 290,000 active; AID 1721; further: potency means the concentration at half of the fitted maximal effect
# Target sequence (Q27686 whole entry, looked up): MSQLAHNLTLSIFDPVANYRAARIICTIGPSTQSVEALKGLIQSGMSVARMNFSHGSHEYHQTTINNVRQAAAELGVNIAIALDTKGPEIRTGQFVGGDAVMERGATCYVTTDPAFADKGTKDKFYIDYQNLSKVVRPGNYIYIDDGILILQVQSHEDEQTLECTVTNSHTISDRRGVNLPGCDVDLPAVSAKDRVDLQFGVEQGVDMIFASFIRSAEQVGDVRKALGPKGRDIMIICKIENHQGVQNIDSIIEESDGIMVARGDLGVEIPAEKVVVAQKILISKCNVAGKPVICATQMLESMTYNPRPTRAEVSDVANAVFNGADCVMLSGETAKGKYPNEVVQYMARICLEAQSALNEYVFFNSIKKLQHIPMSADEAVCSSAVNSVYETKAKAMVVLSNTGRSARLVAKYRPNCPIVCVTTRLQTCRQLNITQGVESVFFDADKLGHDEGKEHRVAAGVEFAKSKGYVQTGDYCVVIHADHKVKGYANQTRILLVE
#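 qHTS format; LmPK 0.1 nM; substrates PEP 0.5 mM and ADP 0.1 mM. One-hour room-temperature incubation, then coupled luciferase luminescence; 0.5 nM enzyme wells mark activation.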
# AMA1 RON2 block: AMA1-RON2 (P. falciparum) interaction inhibition; AlphaScreen AMA1-biotinylated RON2 peptide binding; Potency, µM (titrated, usually from 58.2 µM), inactives show at the highest dose activity change, negative = inhibition, hits mostly inhibitors; 0.2% of 360,000 active; AID 720542;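 further: potency means the concentration at half of the fitted maximal effect; 0% = vehicle wells and -100% = peptide control; nearly all actives have a fitted effect of over 45% in size; some results filed as inactive show a strong effect at the top dose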
#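 AMA1 (3D7) with his tag at 25 nM final met compounds first, then biotinylated RON2 peptide at 25 nM; detection used donor plus acceptor beads, 10 µg/mL apiece, read by AlphaScreen after 30 min at room temperature.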
# AmpC detergent: AmpC beta-lactamase inhibition with detergent present. P00811. AmpC hydrolysis of nitrocefin, absorbance 480 nm, 0.01% Triton. Potency, µM (top dose mostly 114 µM), for the others: at the top dose activity change, negative = inhibition, hits mostly inhibitors. 0.041% of 370,000 active. AID 485294;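 further: potency means the concentration at half of the fitted maximal effect; 0% = no-compound wells and -100% = no-enzyme wells; nearly all actives have a fitted effect of over 25% in size; some results filed as inactive show a strong effect at the top dose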
#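 20 mM phosphate pH 7.0 + 0.01% (detergent screen) or 0.0001% Triton X-100; 5.3 nM AmpC reagent; cpd preinc 15 min RT; nitrocefin (800 uM stock) to start; A480 q20 s × 4 min; Activity was normalised to no-enzyme and no-compound control wells.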
# HCV inhibitor: inhibitors of hepatitis C virus infection; Huh7.5.1 HCVcc-Cre infection, luciferase reporter, 44 h; Potency, µM (top dose mostly 41.8 µM), inactives show top-dose activity change, negative = inhibition, most hits filed as inhibitors; 3.4% of 340,000 active; further: potency means the concentration at half of the fitted maximal effect
#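 Infectious HCV cell culture screen: compound-treated cells (1,000/well, pre-plated 4 h) are infected with HCVcc-Cre at roughly 0.5 moi and grown 44 h. Infection is quantified by luciferase signal after 15 min substrate incubation at room temperature.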
# An asterisk follows results filed as active; ? = inconclusive; / = not tested or not shown; [ ] = remark or other dose. Unless noted, the call rests on the fitted dose curve; in most records, active means well fitted curve in the direction sought with a large enough effect; inconclusive means small, poorly fitted or top-dose-only effect, or another doubt; inactive means no such curve, though single readings can be large; an effect the other way counts as inactive or inconclusive. Unless noted, on the % scale 0 is the no-effect control and ±100 the full control effect. Compounds as they come, and some 7.5% of all compounds hit somewhere here.
Structure	TbPYK inhibitor	HCMV inh	AmpC inh no detg	LmPK inhibitor	AMA1 RON2 block	AmpC detergent	HCV inhibitor
Cc1ccc(C(C)C)c(OCC(=O)Nc2c(C(=O)c3ccc(F)cc3)oc3ccccc23)c1	-21%	4	/	/	/	24%	/
O=C1CC(c2ccccc2)NC(=O)N1 (stereo not drawn)	-16%	-99*	-5%	1%	-2%	0%	11%
CC12C=CC(=O)C=C1CCC1C3CCC(O)(C(=O)CO)C3(C)CC3OC312 (stereo not drawn)	3%	-35	1%	5%	14%	5%	8%
CC(OC(=O)c1cccc(S(=O)(=O)N2CCCCC2)c1)C(=O)NCC1CCCCC1 (stereo not drawn)	0%	/	168%[activator]	/	0%	?	13%
C=COCCCNc1ncnc2sc(-c3ccccc3)cc12	0%	?	-31%	1%	4%	3%	8.9µM*
COc1ccc([C@@H]2[C@@H]3C(=O)N(C(C)(C)C)C(=O)[C@@H]3[C@]3(Cc4ccccc4)C(=O)N(c4ccccc4)C(=O)N23)cc1	0%	-24	25%	/	10%	-12%	12%
O=C(CN1CCCCCC1)Nc1ccc(Br)cc1	8%	-10	-15%	2%	15%	0%	/
CC1CCN(c2ccc(C(=O)NCCc3ccccc3)cn2)CC1	0%	-7	21%	1%	-2%	?	-9%
O=C(N/N=C(/c1ccccc1)c1ccncc1)c1ccc2c(c1)OCO2	-11%	-16	-32%	-1%	-11%	-8%	-13%
O=C(C1=C[C@@H](C2CC2)C[C@@H](OCCCCO)O1)N1CCOCC1	2%	7	4%	0%	-2%	6%	6%
CS(=O)(=O)N(CC(=O)NCC1CCCO1)c1cccc(Cl)c1 (stereo not drawn)	2%	10	-17%	7%	0%	-1%	-6%
O=C(NCCn1cc(SCC(=O)N2CCOCC2)c2ccccc21)c1c(F)cccc1F	3%	61	6%	-4%	-9%	-14%	-8%
CCOc1ccc(C(=O)N2CCN(c3cccc(C)c3C)CC2)cc1	1%	-39	/	0%	-8%	-9%	4%
CCCOc1ccc(-c2nonc2NC(=O)c2ccco2)cc1OCCC	2%	-4	/	/	/	9%	/
Nc1ncn(C23CC4CC(CC(C4)C2)C3)n1	4%	-13	-18%	2%	1%	3%	3%

# Two entries drawn at random from those above:
Structure	TbPYK inhibitor	HCMV inh	AmpC inh no detg	LmPK inhibitor	AMA1 RON2 block	AmpC detergent	HCV inhibitor
COc1ccc([C@@H]2[C@@H]3C(=O)N(C(C)(C)C)C(=O)[C@@H]3[C@]3(Cc4ccccc4)C(=O)N(c4ccccc4)C(=O)N23)cc1	0%	-24	25%	/	10%	-12%	12%
C=COCCCNc1ncnc2sc(-c3ccccc3)cc12	0%	?	-31%	1%	4%	3%	8.9µM*

# The listing continues:
Structure	TbPYK inhibitor	HCMV inh	AmpC inh no detg	LmPK inhibitor	AMA1 RON2 block	AmpC detergent	HCV inhibitor
Cc1ccc(C(=O)NC(=S)N(C)C2CCCCC2)cc1Br	/	5	-24%	0%	/	-2%	/
COc1cccc(C(=O)NNC(=O)CCC(=O)O)c1	5%	-4	-3%	0%	22%	-9%	17%
O=S(=O)(c1ccc(Cl)cc1)N1CN2CCN(C2)C1	10%	-29	-13%	-14%	99%[activator]	3%	12%
Cc1nnc(SCc2cc(=O)c3ccccc3[nH]2)s1	-2%	11	/	/	/	-2%	/
COc1ccc(CN2Cc3cc(-c4ccc(OC)cc4)ccc3-n3nncc3C2)cc1	1%	14	/	/	-34%	/	/
S=C(NCc1ccccc1)NCc1ccccc1	20%	?	-32%	2%	0%	3%	-8%
CCC(=O)Nc1cccc(C(=O)/C=C/c2ccccc2)c1	-5%	-104*	-17%	-1%	-6%	3%	-26%
COc1cc([N+](=O)[O-])ccc1NC(=S)NCc1ccccn1	-18%	-1	-22%	2%	23%	-10%	-26%
Cc1ccc(O)c(C(=O)c2cnc3c(c2)c(C)nn3-c2ccccc2)c1	3%	-12	-13%	2%	?	4%	?
CCc1ccccc1NC(=O)CN(C)C(=O)Cn1cc(C(F)(F)F)cc(Cl)c1=O	1%	-3	-8%	-4%	1%	-5%	18%
Oc1c(Br)cc(Br)cc1/C=N/c1nccs1	-5%	-19	-50%	/	76%[activator]	-1%	-3%
CCN(CC)S(=O)(=O)c1ccc(NC(=O)c2ccc(Sc3nncn3C)c([N+](=O)[O-])c2)cc1	-13%	-81*	-8%	2%	-9%[2.32 µM]	-1%	-13%
Cc1ccc(C)c(N2CCN(C(=O)NCc3noc4ccc(C)cc34)CC2)c1	-13%	-2	/	/	/	-6%	/
Cc1ccnc(N2CCC(C(=O)NNC(=O)c3ccccc3)CC2)n1	4%	-17	-10%	-3%	24%	-6%	-6%
CN1CCN(C(=S)SCC(=O)N2CCCc3ccccc32)CC1	-7%	-21	80%[activator]	8%	-13%	-3%	-14%

Structure	TbPYK inhibitor	HCMV inh	AmpC inh no detg	LmPK inhibitor	AMA1 RON2 block	AmpC detergent	HCV inhibitor
NC(=O)CCN1CCN(C(=O)c2ccc3nc(Cc4cccc(Cl)c4)oc3c2)CC1	-1%	-6	52%	0%	1%	?	17%
COC(=O)CC1COc2ccccc2N1C(=O)c1ccc(OC)cc1 (stereo not drawn)	3%	-16	28%	3%	-16%	?	-7%
O=C(COC(=O)/C=C/c1ccc2c(c1)OCO2)Nc1ccccc1	-2%	-6	-26%	-4%	0%	4%	-21%
COc1ccc(Cl)cc1-c1cc(C(=O)Nc2ccc(C(C)(C)C)cc2)[nH]n1	-4%	-37	/	/	-2%	/	/
Cc1ccc(C2N3CC4([N+](=O)[O-])CN2CC([N+](=O)[O-])(C3)C4(C)C)cc1 (stereo not drawn)	-2%	12	-4%	3%	-2%	?	23%
CCOc1ccccc1NC(=O)Nc1nnc(N2CCCC(C)C2)s1 (stereo not drawn)	-1%	9	/	/	/	-1%	/
COc1cc(Cl)ccc1NC(=S)N(CCN(C)C)C(C)c1ccncc1 (stereo not drawn)	-6%	0	60%	-2%	-12%	7%	-4%
C[C@]12CCC[C@H](O1)[C@H]([C@@H](O)c1ccccc1)O2	0%	/	-8%	/	38%[activator]	-5%	2%
O=c1cc(O)c(-c2ccccc2)c(Cl)[nH]1	-2%	35	-15%	1%	-3%	1%	12%
COC(=O)CSc1nc(-c2ccccc2)cc(-c2ccco2)c1C#N	0%	-18	-48%	4%	3%	-1%	?
CCSC(=O)N=Nc1ccc(O)cc1	-12%	-15	/	/	-18%	/	-10%
O=C(Nc1cc(F)ccc1F)C1CCN(C(=O)c2cnn(-c3ccccc3)c2-n2cccc2)CC1	-8%	10	/	/	/	18%	/
CCCOc1ccc(NC(=O)CC2C(=O)N(C)C(=S)N2Cc2ccc3c(c2)OCO3)cc1 (stereo not drawn)	-2%	-34	2%	3%	-3%	-9%	?
O=C(O)CNC(=O)C(CS)Cc1ccccc1 (stereo not drawn)	-9%	?	-10%	/	3%	-14%	9%
CC(CC(=O)Nc1ccc2c(c1)c(=O)n(C)n2Cc1ccc(Cl)cc1)C(F)(F)F (stereo not drawn)	2%	-72*	/	/	4%	/	/

# Copied from the list:
# Result for CCSC(=O)N=Nc1ccc(O)cc1 under HCMV inh: -15
# Result for CC(CC(=O)Nc1ccc2c(c1)c(=O)n(C)n2Cc1ccc(Cl)cc1)C(F)(F)F (stereo not drawn) under AMA1 RON2 block: 4%

# More entries follow:
Structure	TbPYK inhibitor	HCMV inh	AmpC inh no detg	LmPK inhibitor	AMA1 RON2 block	AmpC detergent	HCV inhibitor
O=S1(=O)C=CC(c2ccccc2)C1 (stereo not drawn)	-8%	17	-19%	2%	4%	-1%	12%
CCN1CCc2c(OCc3ccccc3)cccc2C1=O	3%	69	4%	0%[11.5 µM]	-5%	3%	?
CCn1cc(C(=O)N[C@@H](CCSC)C(=O)NC(C)(C)CO)c(=O)c2cc3c(cc21)OCO3	-6%	?	71%[activator]	-5%	6%	-5%	4%
O=C(O)c1cn(C2CCCCC2)c2ccccc2c1=O	-2%	22	-8%	-8%	-5%	4%	0%
CCC(C(=O)NCCc1c[nH]c2cc(OC)ccc12)c1ccccc1 (stereo not drawn)	-1%	26	-21%	-2%	-9%	-7%	-11%
CCCOc1ccccc1NC(=O)c1ccc(N)cc1	-4%	-34	-12%	0%	-6%	2%	7.1µM*
COC(=O)[C@]12OC[C@]34C([C@@H](O)[C@@H]1O)[C@]1(C)CC(=O)C(O)=C(C)[C@@H]1C[C@H]3OC(=O)[C@H](O)[C@@H]24 (stereo partly drawn)	4%	?	71%[activator]	6%	0%	-9%	?
COc1ccc(Cn2c(=O)[nH]c3cc(C(=O)N4CCN(c5ccc(C(C)=O)cc5)CC4)ccc3c2=O)cc1	-5%	-30	0%	0%	-3%	?	-15%
CN(C)CCCNc1nc2cc(-c3ccc(F)cc3)sc2c(=O)n1C	-7%	-38	/	/	8%	/	/
CCc1nc(-c2ccc(-c3ccc(OC)cc3)nc2OC)no1	1%	28	68%[activator]	5%	9%	4%	?
CCC(C)NC(=O)c1cc(C)no1 (stereo not drawn)	3%	-15	-21%	2%	-6%	-2%	-26%
Cc1cc(C)cc(OCC(=O)N(Cc2ccccc2)C2CCS(=O)(=O)C2)c1 (stereo not drawn)	-2%	-3	81%[activator]	-4%	19%	1%	3%
COc1ccc(C(C)=O)cc1COc1ccc(Cl)cc1Cl	-3%	-33	-26%	3%	-8%	-3%	?
COc1ccc(-c2ccc(SCC(=O)NC3CCCC3)nn2)cc1OC	3%	21	-4%	-6%	-4%	5%	2%
Cc1cccc(CC2CC(=O)N(c3ccc([N+](=O)[O-])cc3)C2=O)c1 (stereo not drawn)	0%	7	-20%	6%	-8%	-3%	1%

Structure	TbPYK inhibitor	HCMV inh	AmpC inh no detg	LmPK inhibitor	AMA1 RON2 block	AmpC detergent	HCV inhibitor
COc1ccc(N2C(=O)/C(=C/c3ccc(OC)c(OC)c3)C(=O)NC2=S)cc1	?	6	-30%	1%	27%	-15%	14%
CCOC(=O)N1CCC(Nc2c(NCCCN(CC)c3cccc(C)c3)c(=O)c2=O)CC1	-1%	-11	25%	6%	4%	-15%	?
COc1ccc(CC(=O)OCC(=O)c2ccc[nH]2)cc1	-6%	-14	-12%	/	-17%	-15%	32%[activator]
CCCCOc1cccc(/C=N/NC(=O)c2csc(C)c2C)c1	-9%	4	-36%	2%	-2%	-14%	-7%
COC(=O)c1ccc2nc(-c3ccc(Cl)cc3)c(Cc3ccsc3)n2c1	-6%	3	/	/	5%	/	/
O=C(O)CCCCCCNC(=O)c1cncc(O)c1	1%	-18	-24%	11%	-1%	1%	3%
C=C[C@@]1(C)CC(=O)[C@]2(O)[C@@]3(C)[C@@H](O)CCC(C)(C)[C@@H]3[C@H](OC(C)=O)[C@H](O)[C@@]2(C)O1	-3%	14	/	/	-5%	/	6%
